Screening data: PubChem BioAssay, several laboratories
BAP1 block – blocks human BAP1 ubiquitin-AMC hydrolysis; Q92560; recombinant BAP1, Ub-AMC hydrolysis fluorescence kinetic; hits give low values; activity remaining (% of control), % at 20 µM; actives 0.48% (n = 72,000); AID 436;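 active = activity remaining at or below 50% of control, provided the compound also passes the data quality filters; inactive = the rest, including low values that fail the filters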;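 note: 100% = DMSO wells rate and 0% = substrate alone blank rate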
Target sequence (Q92560 whole entry, looked up): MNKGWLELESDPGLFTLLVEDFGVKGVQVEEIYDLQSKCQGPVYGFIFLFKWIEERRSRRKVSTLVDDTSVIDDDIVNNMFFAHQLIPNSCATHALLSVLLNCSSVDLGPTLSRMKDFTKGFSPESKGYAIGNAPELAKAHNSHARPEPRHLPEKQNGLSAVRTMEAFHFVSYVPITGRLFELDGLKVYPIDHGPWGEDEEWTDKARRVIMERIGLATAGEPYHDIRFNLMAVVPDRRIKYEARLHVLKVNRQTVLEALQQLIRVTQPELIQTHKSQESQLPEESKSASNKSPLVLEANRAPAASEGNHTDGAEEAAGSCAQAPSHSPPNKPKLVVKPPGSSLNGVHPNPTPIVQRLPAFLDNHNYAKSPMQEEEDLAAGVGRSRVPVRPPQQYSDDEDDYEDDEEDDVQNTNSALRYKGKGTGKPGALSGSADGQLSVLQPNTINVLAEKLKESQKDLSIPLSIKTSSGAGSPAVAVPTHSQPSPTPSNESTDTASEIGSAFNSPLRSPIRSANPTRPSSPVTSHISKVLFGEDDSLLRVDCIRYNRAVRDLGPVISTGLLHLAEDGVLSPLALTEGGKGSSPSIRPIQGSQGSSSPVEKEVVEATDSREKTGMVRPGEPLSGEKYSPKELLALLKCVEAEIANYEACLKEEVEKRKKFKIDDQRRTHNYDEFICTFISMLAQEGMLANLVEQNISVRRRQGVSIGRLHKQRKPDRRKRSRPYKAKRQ
HePTP inh – human HePTP phosphatase inhibition; recombinant HePTP phosphatase activity, OD absorbance; P35236; inhibition, % at 20 µM; actives 0.64% (n = 110,000); in the data active = inhibition above about 50%;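 note: plate controls were vehicle for no effect and reference inhibitor for full effect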
Target sequence (P35236 whole entry, looked up): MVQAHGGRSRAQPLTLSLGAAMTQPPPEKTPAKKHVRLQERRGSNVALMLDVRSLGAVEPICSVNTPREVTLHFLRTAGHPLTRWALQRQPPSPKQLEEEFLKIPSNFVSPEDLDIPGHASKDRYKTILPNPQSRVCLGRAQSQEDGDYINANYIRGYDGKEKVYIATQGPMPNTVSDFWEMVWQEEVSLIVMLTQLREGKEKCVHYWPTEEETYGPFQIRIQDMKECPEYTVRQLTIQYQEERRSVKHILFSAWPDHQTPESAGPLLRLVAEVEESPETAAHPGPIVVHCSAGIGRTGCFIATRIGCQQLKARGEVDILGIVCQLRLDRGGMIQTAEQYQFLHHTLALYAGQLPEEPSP
The depositor's hits bear a star; . = not tested or not shown; & = joins results of further samples.

SMILES	BAP1 block	HePTP inh
Oc1ccc(N=Cc2ccc(O)c(O)c2)cc1	71	5&0
CCOc1ccc(-c2nc3cc(NC(=O)c4ccccc4F)ccc3o2)cc1	.	8
Cc1ccc(-c2csc(Nc3ccc(O)cc3)n2)c(C)c1	.	-18
COc1ccc(C(=O)OCCN2CCOCC2)cc1OC	94	4
CCOc1ccc(NC(=O)CC2S/C(=N\N=C(/C)c3ccc(F)cc3)NC2=O)cc1 (centres undefined)	.	5
COc1ccc(N2C(=O)/C(=C\c3ccc4ccccc4c3)SC2=S)cc1	.	-1
Cc1[nH]c2ccc(F)cc2c(=O)c1SC(F)(F)C(F)F	99	14
CCCn1c(=O)c(C(=O)NCc2cccnc2)c(O)c2ccccc21	94	3
Cc1nc(C)n(C(C)CC(=O)O)n1 (centres undefined)	106	1
CCN(CC)S(=O)(=O)c1cc(C(=O)NCc2ccccc2)ccc1Cl	.	-5
O=c1oc2cc(OC/C=C/c3ccccc3)ccc2c2ccccc12	.	5
O=C(NC1CCCCC1)c1ccc(Cn2cc(Br)cn2)o1	100	3
Cc1ccnc(SCCn2c(N3CCC(C)CC3)nc3c2c(=O)n(C)c(=O)n3C)n1	106	.
O=c1c2ccccc2nnn1CSc1nnc(Nc2ccccc2)s1	90	10
O=C(N/N=C/c1c(Sc2ccccn2)nc2ccccn2c1=O)c1ccccc1	.	-18
Cc1ccc(C)c(NC(=O)CN(C)S(=O)(=O)c2ccc(F)cc2)c1	109	11
CCCNC(=O)c1cc(SC)ccc1Cl	127	1
CN(C)c1ccc(-c2nc3cc(NC(=O)c4cccc(Br)c4)ccc3o2)cc1	.	8
CCC(Sc1nncn1C)C(=O)Nc1nnc(-c2ccc(Cl)cc2)s1 (centres undefined)	95	2
CCCCc1cccc(C(=O)CSc2nc(C)c(C)c(C)c2C#N)c1	.	11
COCCNC(=O)c1ccc(Cl)c([N+](=O)[O-])c1	.	3
c1ccc2c(c1)nnn2Cc1nnc2sc(-c3ccc4c(c3)OCCO4)nn12	113	5
COc1ccc(CNC(=O)CSc2ncnc3nc[nH]c23)cc1	105	8
COCCn1c(COc2ccc(Cl)cc2)nnc1SCC(N)=O	94	13
Cc1ccc2cccnc2c1[N+](=O)[O-]	75	.
Other compounds.
SMILES	BAP1 block	HePTP inh
COC(=O)c1ccc(NC(=O)c2ccc(F)cc2)cc1	.	-13
Cn1c(=O)c2cn(Cc3ccc(Cl)cc3)cc2n(C)c1=O	69	10
Cc1ccc2c(CC(=O)O)cc(=O)oc2c1	58	.
COc1ccc(-c2nn(-c3ccccc3)cc2/C=c2\sc3nc(-c4ccc(C)cc4)nn3c2=O)cc1	.	8
Cc1coc(C)c1C(=O)CC1(O)C(=O)N(CCc2ccccc2)c2ccccc21 (centres undefined)	105	5
CCNc1nc(NC(C)C)nc(NS(=O)(=O)c2ccc(Cl)cc2)n1	99	7
CCN(CC)S(=O)(=O)c1ccc2c(c1)c(=O)c(C(=O)NCCOC)cn2C	100	11
CCN=C1SC(C(=O)Nc2ccc(Cl)c(Cl)c2)CC(=O)N1CC (centres undefined)	62	0
COc1cccc(N(C(=O)Cn2nnc3ccccc32)C(C(=O)NCc2ccco2)c2cccnc2)c1 (centres undefined)	101	9
CC1=NN(c2ccc(C(=O)O)cc2)C(=O)/C1=C\c1ccc(O)cc1	.	13
COc1ccc(Nc2cc(C)nc3c(C)cccc23)cc1	.	4
O=C(COc1ccc(Cl)cc1)N1CCN(C(=O)COc2ccc3ccccc3c2)CC1	.	1
CCOc1ccc(OCC)c(NC(=O)CN2CCN(c3cccc(C)c3)CC2)c1	.	-14
O=C(Nc1cc([N+](=O)[O-])ccc1Cl)c1cc(-c2ccc(Cl)cc2)nc2ccccc12	.	4
CC(C)(C)Nc1nc(C(N)=O)nc(N2CCOCC2)n1	96	.
COc1cccc(C2=NOC(C(=O)NCc3ccccc3)C2)c1 (centres undefined)	89	6
c1ccc(CN2C3=NCCCN3c3ccccc32)cc1	99	9
CCOc1ccc(NC(=O)c2cccc(C(F)(F)F)c2)c([N+](=O)[O-])c1	.	9
Cc1cccc(NC(=O)C2CCN(S(=O)(=O)c3cccs3)CC2)n1	86	9
Cn1c(SCc2ccc(F)cc2)nnc1-c1cccs1	106	-2
COC(=O)C1=C(C)NC2=C(C(=O)c3ccccc32)C1c1ccc(OCc2ccc(F)cc2)c(Cl)c1 (centres undefined)	.	-13
CS(=O)(=O)N(CC(=O)NCc1cccnc1)c1ccc(Oc2ccccc2)cc1	.	-8
CCCCCCOc1ccc(N2C(=O)CC(N3CCC(C(N)=O)CC3)C2=O)cc1 (centres undefined)	.	10
COc1ccc(C)cc1NC(=O)C1CCCN1S(=O)(=O)c1ccc2c(c1)CCC(=O)N2 (centres undefined)	83	10
O=C(Nc1ccc(N2CCOCC2)cc1)c1cccc([N+](=O)[O-])c1	.	4

Single records, from the list above. Order of screens: BAP1 block | HePTP inh
Listed for `Cn1c(=O)c2cn(Cc3ccc(Cl)cc3)cc2n(C)c1=O` = 69 | 10
Listed for `CCN=C1SC(C(=O)Nc2ccc(Cl)c(Cl)c2)CC(=O)N1CC` (centres undefined) = 62 | 0
Listed for `CC1=NN(c2ccc(C(=O)O)cc2)C(=O)/C1=C\c1ccc(O)cc1` = . | 13
Listed for `CC(C)(C)Nc1nc(C(N)=O)nc(N2CCOCC2)n1` = 96 | .
Listed for `O=C(Nc1ccc(N2CCOCC2)cc1)c1cccc([N+](=O)[O-])c1` = . | 4

Six entries picked at random from the list so far, as already listed:
SMILES	BAP1 block	HePTP inh
O=c1c2ccccc2nnn1CSc1nnc(Nc2ccccc2)s1	90	10
Cc1coc(C)c1C(=O)CC1(O)C(=O)N(CCc2ccccc2)c2ccccc21 (centres undefined)	105	5
COc1ccc(C(=O)OCCN2CCOCC2)cc1OC	94	4
O=C(N/N=C/c1c(Sc2ccccn2)nc2ccccn2c1=O)c1ccccc1	.	-18
COc1ccc(C)cc1NC(=O)C1CCCN1S(=O)(=O)c1ccc2c(c1)CCC(=O)N2 (centres undefined)	83	10
COc1ccc(-c2nn(-c3ccccc3)cc2/C=c2\sc3nc(-c4ccc(C)cc4)nn3c2=O)cc1	.	8

Remaining list, next part
SMILES	BAP1 block	HePTP inh
CCOc1cccc(-c2nn3c(-c4ccccn4)nnc3s2)c1	71	6
CCOC(=O)C1=C(N)N(c2ccc(N3CCCCC3)cc2)C(=O)C1	106	9
O=C(Nc1cccc2ccccc12)C1(c2ccccc2)CCOCC1	.	2
CCOc1cc(C=O)ccc1OCC(N)=O	.	10
O=[N+]([O-])c1ccc(S(=O)(=O)n2cccn2)cc1	.	-1
Cc1ccc(C)c(-n2c(SCC(N)=O)nnc2-c2ccccn2)c1	100	7
Cc1ccc2c(c1)C(c1ccccc1[N+](=O)[O-])CC(=O)N2 (centres undefined)	.	6
CCOC(=O)c1c(NC(=O)C2C(C=C(Cl)Cl)C2(C)C)sc2c1CCCC2 (centres undefined)	.	2
COc1ccccc1NC(=O)CNC(=O)c1ccc(F)cc1	87	6
O=C(Nc1ccccc1C(=O)N1CCOCC1)c1ccncc1	117	-12&7
COc1cc(C(=O)Oc2c(CN3CCOCC3)cc(Cl)c3cccnc23)cc(OC)c1OC	115	8
CN(c1ccc(O)cc1)c1nc(-c2ccccc2)cs1	102	-2
COc1cccc(C(=O)Nc2ccc(NC(=O)c3ccc(C(C)(C)C)cc3)cc2)c1	58	.
CC(C)c1ccc(/C=C2/C(=O)NN(c3ccc(F)cc3)C2=O)cc1	.	4
O=C(NCc1ccccn1)C1CCN(S(=O)(=O)N2CCCCC2)CC1	101	2
Cn1c(=O)cc(OCCCC(=O)Nc2ccc3c(c2)OCCO3)c2ccccc21	91	1
Cc1ccc(C(=O)NNC(=O)c2ccccc2C)cc1	.	-1
COC(=O)c1cc(C(=O)Nc2ccc(F)cc2)cc([N+](=O)[O-])c1	.	0
O=C(Nc1ccc(I)cc1)/C(=C\c1cccs1)NC(=O)c1ccccc1	.	1
COc1ccc(-c2nnn(CC(=O)Nc3sc4c(c3C#N)CCCC4)n2)cc1	104	-11
CCCC(=O)c1ccc(N2CCN(C(=O)c3cccc(F)c3)CC2)c(F)c1	.	2
COc1ccc(Cl)cc1N(CC(=O)Nc1ccc2c(c1)OCCO2)S(C)(=O)=O	101	7
CCOC(=O)C(=CNc1ccccc1C(C)C)C(=O)OCC	.	8
COc1ccc(/C=N/NC(=O)c2ccccn2)cc1Cl	.	-13
CCOC(=O)C1=C(C)N=c2s/c(=C\c3ccc(-c4ccc([N+](=O)[O-])cc4)o3)c(=O)n2C1c1ccc2c(c1)OCO2 (centres undefined)	.	-4
The list goes on:
SMILES	BAP1 block	HePTP inh
Cc1ccc(-n2nnnc2SCC(=O)c2cc(C)n(-c3cc(C)on3)c2C)c(C)c1	.	-7
O=C1c2ccccc2C(=O)N1CCCc1nc2ccccc2c(=O)n1-c1cccnc1	99	6&3
O=C(C1CCCO1)N1CCN(c2cccc(Cl)c2)CC1 (centres undefined)	.	6
COC(=O)c1sc(NC(=O)c2ccc(OC)cc2OC)nc1C	69	2
COC(=O)c1cn(-c2ccccc2)nc1C(=O)OC	97	-7
O=C(O)C(O)c1ccco1 (centres undefined)	57	.
CCCCNC(=O)c1c[nH]c2ccc(S(=O)(=O)Nc3ccc(OCC)cc3)cc2c1=O	33*	3
N#Cc1c(N)c(C(=O)c2ccc(Br)cc2)n2c1CCC2	76	6&-4
Cc1ccc2nc(S(=O)(=O)O)[nH]c2c1	187	8
FC(F)(F)c1ccccc1CN1CCN(Cc2ccc3ccccc3c2)CC1	.	0
O=C(Nc1ccc(Br)c(Cl)c1)c1cccc([N+](=O)[O-])c1	.	1
COC(=O)c1ccccc1NC(=O)c1ccc(CN(c2ccccc2)S(C)(=O)=O)cc1	.	11
CCOc1cccc(C(=O)Nc2ccc(Cl)cn2)c1	262	.
Cc1nnsc1NC(=O)OCC(C)C	83	1
O=C1NC(=S)S/C1=C/c1ccc(OCc2ccc(Cl)cc2)cc1	.	28
CCOC(=O)Nc1nc(C)c(C(C)=O)s1	.	5
CCOc1ccc(-c2nc(=S)[nH][nH]2)cc1	94	10
CCN(CC)S(=O)(=O)c1cc(C(=O)Nc2ccc(OC)cc2)ccc1C	72	.
CC(NC(=O)NCC1CCCO1)(C(F)(F)F)C(F)(F)F (centres undefined)	56	-3
CCOC(=O)N1CCN(C2CC(=O)N(c3cccc(Br)c3)C2=O)CC1 (centres undefined)	.	-9
CC(=O)Nc1ccc(S(=O)(=O)/N=C2\C=CC(=O)c3ccccc32)cc1	.	8
O=C(CSc1nn(-c2ccc(Cl)cc2)c(=S)s1)N1CCN(C(=O)c2ccco2)CC1	91	2
Cc1nc(-c2ccc(NS(C)(=O)=O)cc2)cs1	120	2
Cn1c(Cn2c(=O)sc3ccccc32)nnc1SCC(=O)Nc1cccc(Cl)c1	87	4
CC(=O)Nc1c(Cl)n(C(C)=O)c2ccccc12	86	9
Continued.
SMILES	BAP1 block	HePTP inh
CC1(C)CC(OC(=O)/C=C\C(=O)OC2CC(C)(C)NC(C)(C)C2)CC(C)(C)N1	.	8
Cc1cc2cc(CNC(=O)c3ccc(Br)o3)ccc2n1C	83	7
O=C(c1cc(N2CCCCC2)nc2ccccc12)N1CCOCC1	93	6
NC(=O)c1cc(NS(=O)(=O)c2ccc(F)cc2)ccc1Cl	.	-1
Cc1ccc2c(CNCc3ccco3)cc(=O)oc2c1	100	-6
C=CCN1CCN(C(CC(C)C)c2nnnn2CCOC)CC1 (centres undefined)	100	2
COc1cccc(C(=O)n2cnnc2N)c1OC	83	5
COC(=O)COc1cccc(-n2cnnn2)c1	108	-6
Cc1ccc(NC(=O)c2cccc([N+](=O)[O-])c2)cc1C	80	.
CCOC(=O)C1=C(C)N=c2s/c(=C\c3ccc(OC)cc3)c(=O)n2C1/C=C/c1ccccc1 (centres undefined)	.	-19
O=C(O)CCCN1C(=O)C(=O)/C(=C(/O)c2ccccc2)C1c1ccc(Cl)cc1Cl (centres undefined)	.	1
CC(C(=O)N1c2ccccc2C(C)(c2ccccc2)CC1(C)C)N1C(=O)C2CCCCC2C1=O (centres undefined)	127	.
CC(C)c1ccc(NC(=O)C2CC2)cc1	.	-3
CCC(=O)Nc1c2c(nn1-c1ccc(OC)cc1)CS(=O)C2 (centres undefined)	96	4
CCOc1cc(/C=N/NC(=O)c2cccc(Cl)c2)ccc1OCCOCCOc1ccc(C)cc1	.	8
O=C(Nc1ccc(F)cc1F)N1CCN(C/C=C/c2ccccc2)CC1	86	6
O=C(CSc1ncn[nH]1)Nc1cccc(C(F)(F)F)c1	.	-9
CN(C)c1ccc(C(=O)NCc2ccc(S(N)(=O)=O)cc2)cc1	.	-3
CCOC(=O)NC(=O)CN1C(=O)NC(C)(c2ccccc2)C1=O (centres undefined)	131	16
Cn1c(Cn2c(=O)sc3ccccc32)nnc1SCC(=O)Nc1cccc(F)c1	100	9
Cc1ccc(S(=O)(=O)Oc2ccccc2/C=C2/SC(=S)N(Cc3ccccc3)C2=O)cc1	.	-4
COC(=O)Cc1c(C)nc2nc(-c3ccco3)[nH]n2c1=O	80	0
Cc1ccccc1NC(=O)c1c(NC(=O)Cc2ccccc2)sc2c1CCCCC2	.	8
COCCCNC(=O)CN(c1ccc(C)cc1)S(C)(=O)=O	.	-1
COc1ccc2oc(=O)c(C(=O)Nn3cnnc3)cc2c1	.	1
CN(C(=O)c1cccc(C#N)c1)c1nnc(-c2ccncc2)s1	114	7
COc1ccc(C(=O)NCCNc2ccc([N+](=O)[O-])cc2)cc1OC	.	4

For reference, part of the list above.
SMILES	BAP1 block	HePTP inh
CC1(C)CC(OC(=O)/C=C\C(=O)OC2CC(C)(C)NC(C)(C)C2)CC(C)(C)N1	.	8
Cc1cc2cc(CNC(=O)c3ccc(Br)o3)ccc2n1C	83	7

Ordered by SMILES length (rising): part of the list above.
SMILES	BAP1 block	HePTP inh
COc1cccc(C(=O)n2cnnc2N)c1OC	83	5
C=CCN1CCN(C(CC(C)C)c2nnnn2CCOC)CC1 (centres undefined)	100	2
COc1ccc(C(=O)NCCNc2ccc([N+](=O)[O-])cc2)cc1OC	.	4
Cc1ccc(S(=O)(=O)Oc2ccccc2/C=C2/SC(=S)N(Cc3ccccc3)C2=O)cc1	.	-4
CC(C(=O)N1c2ccccc2C(C)(c2ccccc2)CC1(C)C)N1C(=O)C2CCCCC2C1=O (centres undefined)	127	.
